USP2a inh: blocks human ubiquitin-specific protease USP2a. 0.01% of 330,000 active. Potency, µM (doses to about 38.3 µM), for inactives: at the highest dose activity change, negative = inhibition, usual class: inhibitors. AID 463254. USP2 core, Ub-CHOP2 coupled fluorogenic reporter, 485/531. O75604;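 further: potency means the concentration at half of the fitted maximal effect; plate controls were DMSO wells for no effect and full inhibition by NEM control for full effect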
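Deubiquitinase activity read as fluorescence (485/531 nm) after Ub-CHOP2 cleavage activates the enterokinase reporter on its substrate; USP2 core 10nM, Ub-CHOP2 and substrate 25nM each, 30min compound preincubation then 60min RT; data normalized to NEM, curves fitted.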
ELG1 repair inh: ELG1-dependent DNA repair inhibition | Potency, µM (top dose mostly 46.1 µM), inactives show at the top dose activity change, negative = inhibition, usual class: inhibitors | HEK293T ELG1-luciferase reporter, luminescence, 16 h; DNA damage induced by 5-fluorouridine | 2.3% of 330,000 active | AID 504467; further: potency means the concentration at half of the fitted maximal effect; on the % scale 0 is the no-effect control and ±100 the full control effect; nearly all actives have a fitted effect of over 55% in size
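Overnight (16 hr) co-exposure of 2,000 cells/well to 5-fluorouridine and compound at 37 °C preceded detection. Luciferase was quantified via ONE-Glo luminescence; loss of signal denotes inhibition.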
PTAP TSG101 blk: blocks PTAP/TSG101 interaction to inhibit HIV-1 budding. AID 493005. 340,000 tested, under 10 active. Q99816. Fluorescence polarization, FITC-PTAP peptide / Tsg101 binding. Potency, µM (titrated, usually from 115 µM), for inactives: at the top dose activity change, negative = inhibition, actives largely listed as inhibitors; active means well fitted inhibition curve with a large enough effect in the main read-out, with a control signal flat, not every such curve was filed as active; inconclusive means small, poorly fitted or top-dose-only effect, or effect the other way, or a change in a side signal; inactive means no such curve, though single readings can be large or run the other way; further: potency means the concentration at half of the fitted maximal effect; % of control where 0% means no effect
Target sequence (Q99816 whole entry, looked up): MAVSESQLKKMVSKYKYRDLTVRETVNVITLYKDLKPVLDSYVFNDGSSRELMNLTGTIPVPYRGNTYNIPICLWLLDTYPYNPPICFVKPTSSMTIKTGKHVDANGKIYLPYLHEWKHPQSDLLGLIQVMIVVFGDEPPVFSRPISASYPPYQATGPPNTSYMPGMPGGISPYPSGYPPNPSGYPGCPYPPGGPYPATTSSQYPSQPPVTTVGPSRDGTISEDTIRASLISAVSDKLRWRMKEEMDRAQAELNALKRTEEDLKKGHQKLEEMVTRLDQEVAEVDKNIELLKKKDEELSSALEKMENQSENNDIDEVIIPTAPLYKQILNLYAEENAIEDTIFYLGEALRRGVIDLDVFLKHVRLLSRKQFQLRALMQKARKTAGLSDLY
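Fluorescence anisotropy tracks displacement of a FITC-tagged PTAP peptide (50 nM) from the Tsg101 binding domain (10 uM), following a 20 min room-temperature incubation at pH 7.5.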
TCR act: activators of T cell receptors; primary human leukocytes, anti-CD3, IL-2 HTRF, 48 h; Potency, µM (doses to about 9.22 µM), inactives show at the top dose activation of IL-2 secretion, hits mostly activators; 330,000 tested, under 10 active; AID 504894; further: % of control where 0% means no effect
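Human primary leukocytes + a-CD3 beads + cpd, 48 hr; IL-2 in supernatant by HTRF (ex 320nm / em 665nm). No co-stimulatory signal supplied.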
Eya2 phos inh: inhibitors of human Eya2 phosphatase activity. recombinant Eya2, OMFP fluorescence dephosphorylation (OMFP is methylfluorescein phosphate). Potency, µM (titrated, usually from 76.9 µM), without a hit: at the highest dose activity, negative = inhibition, most hits filed as inhibitors. 0.006% of 330,000 active. AID 488837; further: potency means the concentration at half of the fitted maximal effect; on the % scale 0 is the no-effect control and ±100 the full control effect
Target sequence (O00167 whole entry, looked up): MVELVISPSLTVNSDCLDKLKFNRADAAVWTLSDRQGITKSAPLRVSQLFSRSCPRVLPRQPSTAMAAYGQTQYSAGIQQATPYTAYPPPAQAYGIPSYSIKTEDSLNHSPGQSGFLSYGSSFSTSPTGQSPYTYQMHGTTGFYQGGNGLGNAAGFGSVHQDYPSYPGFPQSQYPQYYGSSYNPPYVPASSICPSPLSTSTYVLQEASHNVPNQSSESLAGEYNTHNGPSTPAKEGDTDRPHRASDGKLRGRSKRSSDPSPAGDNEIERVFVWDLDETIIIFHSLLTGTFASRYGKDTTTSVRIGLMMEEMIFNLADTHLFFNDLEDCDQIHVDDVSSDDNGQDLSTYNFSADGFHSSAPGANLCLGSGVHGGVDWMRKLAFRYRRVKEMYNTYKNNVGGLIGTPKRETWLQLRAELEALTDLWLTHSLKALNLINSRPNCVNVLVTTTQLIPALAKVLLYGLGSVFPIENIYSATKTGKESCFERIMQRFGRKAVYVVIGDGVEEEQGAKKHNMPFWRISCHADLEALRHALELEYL
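Eya2 protein (added as 0.2 uM solution) was preincubated with compound for 10 min at ambient temperature in 50 mM HEPES pH 7.5, 50 mM NaCl, 5 uM MgCl2, 0.05% BSA, 1 mM DTT. OMFP (added at 50 uM) then reacted 10 min; fluorescence read at 485/525 nm.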
Mito fusion act: mitochondrial division inhibition or fusion activation; AID 485298; Potency, µM (top dose mostly 46.1 µM), without a hit: top-dose growth rescue (activation), hits mostly activators; 0.23% of 320,000 active; S. cerevisiae fusion-defective mutant growth rescue, CellTiterGlo 48 h;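 further: potency means the concentration at half of the fitted maximal effect; % of control where 0% means no effect; nearly all actives have a fitted effect of over 45% in size; temperature-sensitive fusion mutants such as fzo1-1 at 37 °C on non-fermentable ethanol glycerol medium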
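Read-out: ATP-based luminescence (CellTiterGlo, 10 min ambient) reporting growth of fusion-defective ts yeast after 48 hours at 37C on glycerol/ethanol YPEG medium in the presence of compound.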
Chronic BCR inh: inhibitors of chronic active B-cell receptor signaling; ABC-DLBCL IkBa-CBG/CBR reporter, luminescence ratio, 4 h; Potency, µM (highest dose often 46.1 µM), for the others: top-dose ratio change, negative = lower green/red ratio, usual class: inhibitors; 0.05% of 340,000 active; AID 493014; active means well fitted inhibition curve with a large enough effect in the signal ratio, with a control signal flat, not every such curve was filed as active; inconclusive means small, poorly fitted or top-dose-only effect, or effect the other way, or a change in a side signal; the % refers to the signal ratio;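 further: potency means the concentration at half of the fitted maximal effect; plate controls were basal doxycycline-induced cells for no effect and cells given 10 µM MG132 for full effect; MG132 reads +100%, hits lower the ratio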
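Doxycycline induced both beetle luciferases in TMD8 lymphoma cells; IKK-driven degradation limits the IkappaBalpha-fused green signal, while red luminescence normalises for cell number and nonspecific effects. Compounds tested up to 46 uM, 4 hrs.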
B2AR arrestin: beta2AR (human) beta-arrestin recruitment activity; P07550; beta-arrestin recruitment to beta2AR, cell-based reporter; Potency, µM (series often up to 46.1 µM), for inactives: at the highest dose activation, actives largely listed as activators; 0.02% of 330,000 active;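 further: potency means the concentration at half of the fitted maximal effect; 0% = DMSO controls and full agonism = EC100 isoproterenol or metaproterenol; nearly all actives have a fitted effect of over 65% in size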
uPA generation: blocks generation of uPA at the cell surface | AID 540303 | Potency, µM (doses to about 38.3 µM), inactives show top-dose activity change, negative = inhibition, usual class: inhibitors | cell surface uPA generation assay, qHTS | 0.31% of 330,000 active; active means well fitted inhibition curve with a large enough effect; inconclusive means small, poorly fitted or top-dose-only effect; inactive means no such curve, though single readings can be large or run the other way; tested in mouse RAW 264.7 cells; further: potency means the concentration at half of the fitted maximal effect; on the % scale 0 is the no-effect control and ±100 the full control effect; nearly all actives have a fitted effect of over 55% in size
Tb PFK inh: inhibitors of T. brucei phosphofructokinase; O15648; T. brucei PFK, ADP-Glo luminescence; Potency, µM (doses to about 57.5 µM), without a hit: at the highest dose activity, negative = inhibition, most hits filed as inhibitors; 0.17% of 330,000 active;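 further: potency means the concentration at half of the fitted maximal effect; 0% = uninhibited 1x PFK enzyme wells and -100% = no-enzyme wells; nearly all actives have a fitted effect of over 60% in size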
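PFK 1.25 nM, F6P 0.5 mM, ATP 0.1 mM, 0.1 M TEA pH 8.0, 5 mM MgCl2, 0.01% Tween20, 0.1% BSA; 45 min RT. ADP-Glo readout. qHTS titration up to 57 uM; curves fitted, compounds curve-classed.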
TSHR antag: blocks TSH signaling through the human TSH receptor. P16473. TSHR-expressing cells, TSH-stimulated cAMP HTRF, 2 h; hits give low values. activity change, negative = inhibition, % at 11.5 µM. 0.2% of 330,000 active;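 active means activity change below a set negative limit, meaning inhibition stronger than a set level, cut at about -70% in these data; inconclusive means activity change between two set negative limits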; further: on the % scale 0 is the no-effect control and ±100 the full control effect
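Freshly harvested TSHR cells receive pin-tooled compound, then EC80 TSH at 4nM final. After 2 hours at 37 deg C, antibody in lysis buffer and cAMP-d2 are added; 30 minutes at ambient temperature precede the HTRF read.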
* marks the source's active call; other numbers are inactive results; ? = inconclusive; . = no result given; [ ] = dose if it differs, or a comment. Unless noted, the call rests on the fitted dose curve; in most records, active means well fitted curve in the direction sought with a large enough effect; inconclusive means small, poorly fitted or top-dose-only effect, or another doubt; inactive means no such curve, though single readings can be large; an effect the other way counts as inactive or inconclusive.

SMILES	USP2a inh	ELG1 repair inh	PTAP TSG101 blk	TCR act	Eya2 phos inh	Mito fusion act	Chronic BCR inh	B2AR arrestin	uPA generation	Tb PFK inh	TSHR antag
O=c1[nH]c(=S)n(C2CC2)c(O)c1/C=N/Nc1cccc2ccccc12	-1%	13%	-3%	1%[46.1 µM]	-8%	-7%	?	0.2%	3%	19%	9
CCOC(=O)C1(CCOc2ccccc2)CCN(Cc2ccc(C)s2)CC1	1%	?	0%	-3%	-1%	-3%	0%	-1.1%	-4%	-5%	-4
O=C(CSC1c2ccccc2-c2ccccc21)N/N=C/c1ccccc1O	0%	3.7µM*	1%	7%	-24%	0%	?	-0.6%	.	-6%	-1
C/C(=N\N1CCCCCC1)c1c(O)n(-c2ccccc2C)c(=O)[nH]c1=O	-2%	-2%	1%	3%	5%	-9%	4%	-0.5%	6%	3%	-7
O=C(NCCCn1ccnc1)C(Cl)(Cl)Cl	0%	-2%	-7%	-2%	-22%	-2%	2%	0.1%	-7%	3%	-7
N[C@@H](Cc1ccccc1)C(=O)N1C[C@H]2C[C@@H](C1)c1cccc(=O)n1C2	2%	?	-1%	7%	13%	3%	2%	-1.2%	1%	2%	-11
Cc1nc2ccccc2c(=O)n1-c1ccccc1C(F)(F)F	0%	16%	0%	1%	11%	9%	-11%	0.3%	6%	-3%	22
CC(C)[C@H](CN(N=O)[C@@H](Cc1ccccc1)CN(C)N=O)N(CCc1ccccc1)N=O	-1%	-8%	-3%	-10%	?	-3%	18%	-0.2%	8%	-19%	-17
COc1ccc(CCNCc2ccc(F)cc2)cc1OC	0%	0%	-5%	0%	9%	0%	14%	0.1%	-2%	-6%	-6
Cc1nc2ccc(NC(=O)C3COc4ccccc4O3)cc2s1 (stereo unspecified)	-5%	?	2%	-2%	-3%	5%	?	-0.3%	10%	2%	-6
CCC(=NCCCN(C)C)c1c(O)n(-c2ccc(OC)cc2)c(=O)[nH]c1=O	0%	13%	-5%	-7%	22%	-6%	1%	-0.4%	6%	-1%	2
C[N+](C)(C)c1ccccc1	0%	-7%	-6%	2%	11%	0%	2%	-0.2%	-3%	0%	-2
CC(C)C[C@H]1C(=O)N2CCC[C@H]2[C@]2(O)O[C@](NC(=O)[C@@H]3C=C4c5cccc6[nH]cc(c56)C[C@H]4N(C)C3)(C(C)C)C(=O)N12	?	-9%	?	1%	-22%	-3%	4%	-1.6%	-6%	-2%	-4
Cn1cccc1/C=C1\C(=O)NC(=O)N(Cc2ccccc2)C1=O	-1%	?	-5%	12%	-23%	1%	?	-0.2%	-5%	1%	10
CCC(C)n1c(O)c(/C=N/Nc2ccccc2)c(=O)[nH]c1=S (stereo unspecified)	-6%	10%	-1%	1%[46.1 µM]	6%	-1%	5%	-0.1%	3%	7%	-8
COc1cccc(N2CCN(Cc3ccc(Cl)cc3)CC2)c1	4%	-25%	-4%	8%	2%	16%	-3%	-1.3%	.	6%	-8
CCOC(=O)C1SC2(C(F)(F)F)CC1(O)c1c(C)cc(C)nc1O2 (stereo unspecified)	2%	0%	-6%	-1%	10%	1%	-8%	0.3%	.	-9%	7
CSc1ncc(Cl)c(C(=O)O)n1 (tested in a mixture with another compound)	2%	20%	-5%	5%	7%	-2%	7%	0.1%	1%	-2%	4
CCOc1ccc(CN2CCN(C(=O)Cc3ccccc3)CC2)cc1	1%	-9%	2%	10%	-3%	3%	-5%	5.9%	11%	1%	-1
Cc1cccc(N2C(=O)NC(=O)/C(=C/c3ccc(N4CCOCC4)cc3)C2=O)c1	0%	.	-2%	-14%	-30%	-8%	-8%	-0.2%	-1%	3%	-2
C[C@]12CC[C@H](O)CC1=C([N+](=O)[O-])CC1C2CC[C@@]2(C)C1CC[C@@H]2O (stereo partly specified)	-1%	-28%	1%	5%	-6%	.	?	-2.0%	-1%	-4%	4
Cc1ccc(C(C)C)c(OCC#CCN2CCCC2)c1	-1%	5%	-1%	-8%	-1%	-4%	-2%	-0.1%	17%	-6%	7
O=C1c2ccccc2-c2onc3ccc(NCc4ccco4)c1c23	?	1%	?	4%	?	5%	?	-0.1%	-6%	-6%	-27
COc1cccc(CN2CCCC(C(=O)c3ccccc3SC)C2)c1O (stereo unspecified)	-3%	?	-1%	0%	-4%	3%	0%	0.2%	-1%	-1%	11
FC(F)(F)C1=NC(C(F)(F)F)=NP(N2CCOCC2)(N2CCOCC2)=N1	1%	2%	-3%	.	-5%	1%	?	0.0%	8%	0%	5
CCC(=O)c1cc(F)c(N2CCN(CC)CC2)cc1C	-1%	-6%	-5%	0%	19%	-6%	-4%	0.1%	2%	-1%	8
O=C(Cn1c(=O)oc2cc(S(=O)(=O)N3CCc4ccccc43)ccc21)NC1CCCC1	-4%	?	-6%	0%	22%	1%	2%	0.3%	-19%	2%	-20
O=[N+]([O-])c1ccc(Cl)c(Cl)c1Cl	1%	9%	0%	-4%	3%	-8%	?	0.3%	2%	4%	-4
C/C(=N\Nc1ccccc1)c1c(O)n(-c2ccccc2)c(=O)[nH]c1=O	1%	?	-3%	2%	11%	-8%	10%	-0.2%	6%	-6%	10
COc1ccc(-c2nn(CCC#N)cc2C(=O)NCc2ccccc2)cc1	7%	-4%	-1%	-1%	1%	0%	?	-0.2%	0%	-1%	1
Cc1ccc(C(=O)Nc2ccccc2C(=O)NC(Cc2ccccc2)C(=O)O)cc1 (stereo unspecified)	2%	?	-5%	4%	9%	-1%	?	0.3%	-2%	-1%	0
CSC1=NC(C)(C)CC2(C)Nc3ccccc3N12 (stereo unspecified)	-7%	?	-2%	4%[46.1 µM]	-3%	3%	-4%	-0.3%	-3%	1%	0
c1ccc2c(CN3CCCCCC3)c[nH]c2c1	-1%	?	-2%	-112%	3%	12%	?	-0.6%	?	-1%	-2
CCC(=NCc1ccco1)c1c(O)n(C2CCCCC2)c(=O)[nH]c1=O	0%	?	-4%	-1%	6%	8%	7%	0.3%	-5%	3%	-4
CCOC(=O)c1c(NC(=O)CSc2nnc(-c3c[nH]c4ccccc34)n2CCOC)sc2c1CCCCC2	-11%	?	-4%	-3%	-11%	-6%	-3%	-1.5%	?	1%	-9
C=C1C2[C@H](OC(C)=O)[C@@H]3CC(=O)[C@]4(C)OC[C@@]3(C)[C@@]4(O)[C@@H](OC(C)=O)[C@H](OC(C)=O)[C@@]2(COC(=O)c2ccccc2)[C@@H](OC(C)=O)C[C@@H]1O (stereo partly specified)	0%	-14%	0%	-5%	-1%	-1%	12%	-0.2%	-4%	4%	-7
COc1cc2c(c(OC)c1OC)-c1ccc(O)c(=O)cc1[C@@H](N)CC2	-1%	15%	-5%	-3%	12%	-5%	-18%	-0.2%	-12%	-6%	-1
CC1=CC(=C2C(=O)NC(=S)NC2=O)C=C(C(F)(F)F)N1C	0%	16%	-2%	0%	0%	-1%	-9%	0.5%	-3%	-6%	-3
CC(=O)c1ccc(NC(=O)N2C[C@H]3C[C@@H](C2)c2cccc(=O)n2C3)cc1	0%	5%	-4%	3%	4%	2%	10%	0.3%	-1%	0%	-1
COc1cccc(OCC(=O)N2CCN(C)CC2)c1	1%	?	-13%	3%	4%	-2%	4%	0.3%	6%	0%	12
CCOCCCNC(=O)C1c2cc(OC)c(OC)cc2C(=O)N2CCCCC12 (stereo unspecified)	7%	9%	-1%	0%[46.1 µM]	3%	0%	-1%	-0.3%	1%	0%	-3
COc1cc([C@@H]2c3cc4c(cc3[C@H](O)[C@H]3COC(=O)[C@H]23)OCO4)cc(OC)c1OC	10%	-4%	-6%	12%	3%	-2%	?	-0.7%	-61%	-4%	-3
C=C1C(=O)O[C@H]2[C@H]1[C@H](OC(=O)CC(=O)O[C@@H]1C[C@@H](C)[C@@H]3C=CC(=O)[C@@]3(C)[C@H]3OC(=O)C(=C)[C@H]13)C[C@@H](C)[C@H]1C=CC(=O)[C@]12C	9%	?	-2%	-8%	1%	-14%	?	-1.2%	?	-14%	-5
CCC(=O)OC1(c2ccccc2)CCN(C)CC1C (stereo unspecified)	12%	-4%	-1%	2%	-4%	-1%	4%	3.0%	-4%	-1%	8

High-throughput results (PubChem BioAssay)

A portion of the library; the hit share may differ from the screen's.
